High-throughput results from PubChem.
CHO parental Ca: signal in parental CHO cells, OX1R antagonist counter-screen | inhibition, % at 5.6 µM | parental CHO-K1, ATP-induced calcium, Fluo-8 fluorescence | 0.63% of 330,000 active;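 active means inhibition above that plate's mean sample inhibition plus 3 SD, cut at about 26% in these data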;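 further: 0% = ATP-challenged DMSO wells and 100% = DMSO wells without ATP; some compounds past the cut are filed as inactive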
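Assay system: untransfected parental CHO cell line. Also added: ATP agonist challenge. Dosing: one dose, 5.6 µM nominal. Measured by: Fluo-8 fluorescence. Read-out: % inhibition. Benchmarks: ATP wells versus no-ATP DMSO wells. Repeats: no replicates.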
GPR7 antag: blocks human GPR7 receptor signaling | P48145 | GPR7-expressing cells, fluorescence antagonist assay | inhibition, % at 4.4 µM | 1.1% of 290,000 active | AID 1861; in the data active means inhibition above about 16%, passing the limit was not always enough;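 further: cells stimulated with the agonist NPW; 0% = agonist with vehicle and 100% = vehicle without agonist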
Target sequence (P48145 whole entry, looked up): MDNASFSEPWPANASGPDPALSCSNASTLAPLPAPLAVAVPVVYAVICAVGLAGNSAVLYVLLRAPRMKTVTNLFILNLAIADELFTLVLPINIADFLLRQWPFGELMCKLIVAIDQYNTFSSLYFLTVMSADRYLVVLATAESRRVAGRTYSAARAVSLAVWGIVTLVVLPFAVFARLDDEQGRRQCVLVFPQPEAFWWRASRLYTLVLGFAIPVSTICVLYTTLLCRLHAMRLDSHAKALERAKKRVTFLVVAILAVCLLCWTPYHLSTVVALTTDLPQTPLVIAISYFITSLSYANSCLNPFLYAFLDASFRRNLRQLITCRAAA
CHO-K1 Ca ag: nonselective activator or artifact in parental CHO-K1 cells. Fluo-8 calcium fluorescence; scaled to maximal ATP response, vehicle zero. activation, % at 3 µM. 0.48% of 360,000 active. AID 602248; in the data active means activation above about 15%;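 further: untransfected CHO-K1 host cells lacking M1 receptor as counterscreen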
M1 PAM parental: nonselective activator or artifact in parental CHO-K1 calcium assay; ATP EC20, Fluo-8 calcium fluorescence; 0% at ATP EC20, 100% at ATP max; activation, % at 3 µM; 0.02% of 360,000 active; AID 602247;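 active means activation above the run cutoff, the mean activation of all test compounds plus 3 SD, cut at about 40% in these data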;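 further: peak over basal fluorescence ratio in a 140 s read after ATP addition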
TAAR1 antag: human TAAR1 antagonism. 1.5% of 360,000 active. inhibition, % at 3 µM. CHO RD-HGA16 TAAR1, Fluo-8 calcium fluorescence, antagonist. AID 624466;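 active means inhibition above a per-plate cutoff, the mean inhibition of test compounds on that plate plus 3 SD, cut at about 49% in these data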;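 further: 0% = DMSO plus EC80 beta-PEA response and 100% = DMSO alone without agonist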
Target sequence (Q96RJ0 whole entry, looked up): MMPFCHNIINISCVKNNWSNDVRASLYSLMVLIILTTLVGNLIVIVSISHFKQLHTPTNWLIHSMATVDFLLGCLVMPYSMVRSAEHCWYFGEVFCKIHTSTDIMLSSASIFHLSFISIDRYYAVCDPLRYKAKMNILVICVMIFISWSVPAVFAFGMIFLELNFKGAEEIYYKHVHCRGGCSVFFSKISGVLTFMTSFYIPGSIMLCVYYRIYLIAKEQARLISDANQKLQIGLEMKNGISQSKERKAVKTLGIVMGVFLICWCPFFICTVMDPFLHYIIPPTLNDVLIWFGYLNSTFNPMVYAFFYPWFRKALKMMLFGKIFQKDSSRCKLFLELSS
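System: CHO RD-HGA16 cells bearing hTAAR1. Reagent: EC80 β-phenethylamine stimulus. Schedule: seeding 17-24 h prior, 75-min 37 °C, 30-min RT dye loading. Signal: Fluo-8 intracellular calcium dye fluorescence, real-time kinetic reads. Read-out: % inhibition from peak post-agonist over basal fluorescence ratio. Benchmarks: vehicle wells and EC80 agonist wells. Replicates: n of 1.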
V1aR counter: activates human V1a receptor in oxytocin agonist counter-screen. CHO-V1R cells, Fluo-8 calcium fluorescence, agonist mode; 0% DMSO, 100% 3 nM vasopressin. activation, % at 3 µM. 0.25% of 320,000 active. AID 2797;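 active means activation above the mean activation of all tested compounds plus 3 SD, per screening run, cut at about 20% in these data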;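 further: signal is peak over basal fluorescence ratio across a 100 second FLIPR read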
OXTR agonist: agonists of human oxytocin receptor; CHO-OTR cells, Fluo-8 calcium fluorescence; normalized: DMSO 0%, oxytocin 100%; activation, % at 3 µM; 0.32% of 320,000 active;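 active means activation above the mean of all tested compounds plus 3 SD, cutoff set per screening run, cut at about 20% in these data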;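 further: peak over basal fluorescence ratio from a 100 s FLIPR kinetic read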
Target sequence (P30559 whole entry, looked up): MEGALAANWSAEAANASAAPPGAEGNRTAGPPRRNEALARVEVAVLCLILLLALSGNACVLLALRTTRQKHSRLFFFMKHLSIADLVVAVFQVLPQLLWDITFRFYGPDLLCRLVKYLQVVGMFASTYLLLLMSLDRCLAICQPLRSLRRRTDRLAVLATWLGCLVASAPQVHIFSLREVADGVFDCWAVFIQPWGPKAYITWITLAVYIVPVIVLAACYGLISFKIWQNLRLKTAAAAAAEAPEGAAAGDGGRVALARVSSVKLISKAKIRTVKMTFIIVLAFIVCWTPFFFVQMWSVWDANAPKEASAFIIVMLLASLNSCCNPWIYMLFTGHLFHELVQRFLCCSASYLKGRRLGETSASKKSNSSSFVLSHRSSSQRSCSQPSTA
OXTR potentiate: potentiators of human oxytocin receptor | 0.061% of 320,000 active | CHO-OTR cells, Fluo-8 calcium fluorescence, potentiator mode; 0% = oxytocin EC15, 100% = EC100 | P30559 | activation, % at 3 µM;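 active means activation above that plate's cutoff, the mean activation of tested compounds plus 3 SD, cut at about 6.6% in these data, passing the limit was not always enough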;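 further: 100% uses oxytocin at 75 nM as the full agonist control; some results filed as inactive read as strong as hits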
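Assay system: CHO cell line stably expressing human OTR | Also added: Oxytocin at about EC15, sub-maximal agonist stimulus | Times: Compound 6 min at room temperature before oxytocin, 100 s read | Measured by: Fluo-8 intracellular calcium fluorescence, ex 470-495, em 515-575 nm | Controls: EC15 oxytocin alone as 0%, 75 nM oxytocin as 100%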
CHO-K1 Ca antag: nonselective inhibitor or artifact in parental CHO-K1 cells | ATP-induced calcium, Fluo-8 fluorescence | 0.6% of 360,000 active | inhibition, % at 3 µM | AID 602250;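 active means inhibition above a per-plate cutoff, the plate's mean sample inhibition plus 3 SD, cut at about 24% in these data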;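 further: 0% = DMSO plus EC80 ATP and 100% = DMSO alone without ATP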
* marks the source's active call; other numbers are inactive results.

CC1CN(c2ccc([N+](=O)[O-])cc2C#N)CC(C)O1 (stereo unspecified) was read as CHO parental Ca -4, GPR7 antag -5, CHO-K1 Ca ag 0.7, M1 PAM parental 8, TAAR1 antag 7, V1aR counter 0.2, OXTR agonist -0.5, OXTR potentiate -5 and CHO-K1 Ca antag -2.
S=c1[nH]nc(-c2ccncc2)n1/N=C/C(Cl)=C\c1ccccc1 was read as CHO parental Ca -19, GPR7 antag 6, CHO-K1 Ca ag 1.3, M1 PAM parental 8, TAAR1 antag -13, V1aR counter 6.6, OXTR agonist 8.2, OXTR potentiate 14 and CHO-K1 Ca antag -15.
Screening O=C(NC1CC2CCCC(C1)N2C(=O)Nc1ccc(Cl)c(C(F)(F)F)c1)C1CC1 (stereo unspecified) returned CHO parental Ca -22, GPR7 antag -3, CHO-K1 Ca ag -0.1, M1 PAM parental 15, TAAR1 antag -1, V1aR counter 1.0, OXTR agonist -1.9, OXTR potentiate -17 and CHO-K1 Ca antag -2.
CC(C)OC(=O)c1cc(C(=O)c2cc(Br)ccc2O)coc1=N was read as CHO parental Ca 4, GPR7 antag -9, CHO-K1 Ca ag 1.2, M1 PAM parental -9, TAAR1 antag -14, V1aR counter 0.6, OXTR agonist -0.2, OXTR potentiate -5 and CHO-K1 Ca antag -2.
COc1ccc2sc(NCc3ccccc3)nc2c1 was read as CHO parental Ca -11, GPR7 antag -5, CHO-K1 Ca ag 0.8, M1 PAM parental 18, TAAR1 antag -34, V1aR counter 0.1, OXTR agonist -1.6, OXTR potentiate -19 and CHO-K1 Ca antag -12.
O=C(Nc1ccccc1O)c1cccc(NC(=O)c2ccco2)c1 was read as CHO parental Ca 1, GPR7 antag -6, CHO-K1 Ca ag 0.8, M1 PAM parental -9, TAAR1 antag 7, V1aR counter -0.1, OXTR agonist 0.2, OXTR potentiate -8 and CHO-K1 Ca antag 1.
For CCC1Oc2ccccc2N(CC(=O)Nc2ccc3c(c2)OCCO3)C1=O (stereo unspecified) the results were CHO parental Ca -12, GPR7 antag -5, CHO-K1 Ca ag 3.2, M1 PAM parental 25, TAAR1 antag 13, V1aR counter 1.6, OXTR agonist 0.5, OXTR potentiate -3 and CHO-K1 Ca antag -14.
`COc1ccc(OC)c(NS(=O)(=O)c2ccc(NC(C)=O)cc2)c1` gave CHO parental Ca 3, GPR7 antag 3, CHO-K1 Ca ag 1.0, M1 PAM parental 20, TAAR1 antag 11, V1aR counter 2.2, OXTR agonist 4.0, OXTR potentiate -12 and CHO-K1 Ca antag -4.
For CCc1ccc(OCC(=O)Nc2ccc3oc(=O)ccc3c2)cc1 the results were CHO parental Ca -4, GPR7 antag 15, CHO-K1 Ca ag 8.6, M1 PAM parental 4, TAAR1 antag 10, V1aR counter 5.5, OXTR agonist 2.9, OXTR potentiate -10 and CHO-K1 Ca antag -8.
For COc1ccc(C(C)NC(=O)C23CC4CC(CC(C4)C2)C3)cc1 (stereo unspecified) the results were CHO parental Ca -7, GPR7 antag -15, CHO-K1 Ca ag -0.1, M1 PAM parental 16, TAAR1 antag -10, V1aR counter -0.9, OXTR agonist -2.1, OXTR potentiate 5 and CHO-K1 Ca antag -9.
For O=C(CSCc1ccccc1)N1CCN(S(=O)(=O)c2cccc(F)c2)CC1 the results were CHO parental Ca -9, CHO-K1 Ca ag 1.1, M1 PAM parental -12, TAAR1 antag -23, V1aR counter 0.3, OXTR agonist 0.0, OXTR potentiate 5 and CHO-K1 Ca antag 4.
`Cc1ccc(N/C(N)=N/c2nc(CSc3ccccn3)cc(=O)[nH]2)c(C)c1` gave CHO parental Ca -8, GPR7 antag -4, CHO-K1 Ca ag -0.1, M1 PAM parental 14, TAAR1 antag 6, V1aR counter 0.8, OXTR agonist 0.0, OXTR potentiate -5 and CHO-K1 Ca antag -5.
For O=C(NN1C(=O)C2C(C1=O)C1C=CC2C12CC2)c1ccccc1Cl (stereo unspecified) the results were CHO parental Ca 1, GPR7 antag -4, CHO-K1 Ca ag -0.1, M1 PAM parental 12, TAAR1 antag -15, V1aR counter -1.4, OXTR agonist -0.6, OXTR potentiate -5 and CHO-K1 Ca antag -1.
Screening O=c1c2ccccc2nc(SCc2cc([N+](=O)[O-])cc3c2OCOC3)n1-c1ccccc1 returned CHO parental Ca -9, GPR7 antag -5, CHO-K1 Ca ag 0.0, M1 PAM parental 6, TAAR1 antag 26, V1aR counter -0.5, OXTR agonist 0.0, OXTR potentiate 4 and CHO-K1 Ca antag -7.
`CC(=O)Nc1ccc(NC(=S)NC(=O)c2ccc([N+](=O)[O-])c(C)c2)cc1` gave CHO parental Ca -9, GPR7 antag -2, CHO-K1 Ca ag 1.4, M1 PAM parental 3, TAAR1 antag -13, V1aR counter 8.7, OXTR agonist 7.8, OXTR potentiate -7 and CHO-K1 Ca antag 2.
O=C(CSC1=Nc2ccccc2C2=NC(Cc3c[nH]c4ccccc34)C(=O)N12)NC1CCCCC1 (stereo unspecified) was read as CHO parental Ca -37, GPR7 antag 18, CHO-K1 Ca ag 0.7, M1 PAM parental 9, TAAR1 antag -2, V1aR counter 0.1, OXTR agonist 0.8, OXTR potentiate -2 and CHO-K1 Ca antag -3.
Screening COc1ccccc1NC(=O)C(C)NS(=O)(=O)c1ccc(Cl)cc1 (stereo unspecified) returned CHO parental Ca -26, GPR7 antag -12, CHO-K1 Ca ag 0.0, M1 PAM parental 17, TAAR1 antag 0, V1aR counter 0.1, OXTR agonist -1.1, OXTR potentiate -7 and CHO-K1 Ca antag -8.
`Cc1cc(C(=O)Nc2sccc2C(N)=O)c(C)o1` gave CHO parental Ca -20, CHO-K1 Ca ag 0.4, M1 PAM parental -10, TAAR1 antag -2, V1aR counter 1.5, OXTR agonist -0.2, OXTR potentiate -4 and CHO-K1 Ca antag 3.
Cc1ccnc(NC(=O)COC(=O)C2COc3ccccc3O2)n1 (stereo unspecified) was read as CHO parental Ca -9, GPR7 antag -12, CHO-K1 Ca ag 0.3, M1 PAM parental 3, TAAR1 antag 0, V1aR counter -0.4, OXTR agonist 1.0, OXTR potentiate 0 and CHO-K1 Ca antag -1.
COc1ccc(C(OCC(O)CNCCc2ccccc2)c2ccc(OC)cc2)cc1 (stereo unspecified) was read as GPR7 antag 61*, CHO-K1 Ca ag 1.8, M1 PAM parental -9, TAAR1 antag 97* and CHO-K1 Ca antag -2.
Screening O=C(O)C1CCCCC1C(=O)Nc1cccc(C(=O)N2CCCCC2)c1 (stereo unspecified) returned CHO parental Ca 5, GPR7 antag -10, CHO-K1 Ca ag 0.7, M1 PAM parental 8, TAAR1 antag 5, V1aR counter 0.5, OXTR agonist 1.2, OXTR potentiate -2 and CHO-K1 Ca antag -18.
For COc1cccc(C(=O)Nc2c(C)nn(-c3ccccc3)c2C)c1 the results were CHO parental Ca -7, GPR7 antag 0, CHO-K1 Ca ag 0.9, M1 PAM parental 10, TAAR1 antag 1, V1aR counter 0.7, OXTR agonist 0.3, OXTR potentiate 0 and CHO-K1 Ca antag -4.
O=C(CN1CCOCC1)Nc1ccccc1 was read as CHO parental Ca 1, GPR7 antag 7, CHO-K1 Ca ag -0.2, M1 PAM parental 13, TAAR1 antag -1, V1aR counter 1.7, OXTR agonist 0.7, OXTR potentiate -2 and CHO-K1 Ca antag 1.
COc1ccc(C(=O)NCCN2C(=O)S/C(=C\c3cccnc3)C2=O)cc1[N+](=O)[O-] was read as CHO parental Ca -6, GPR7 antag -24, CHO-K1 Ca ag 3.4, M1 PAM parental 10, TAAR1 antag 8, V1aR counter 0.3, OXTR agonist -2.6, OXTR potentiate -17 and CHO-K1 Ca antag 0.
Screening COc1cc(C(=O)N2CCN(c3ccccc3F)CC2)ccc1OCC(=O)N1CCOCC1 returned CHO parental Ca -12, CHO-K1 Ca ag 0.5, M1 PAM parental 13, TAAR1 antag 8, V1aR counter 0.8, OXTR agonist 1.9, OXTR potentiate 0 and CHO-K1 Ca antag -16.
For Cc1ccc(-c2nc(CSCC(=O)N3CCN(c4ccccn4)CC3)c(C)o2)cc1 the results were CHO parental Ca 16, GPR7 antag 4, CHO-K1 Ca ag 9.4, M1 PAM parental 4, TAAR1 antag 37, V1aR counter 8.5, OXTR agonist 11, OXTR potentiate -9 and CHO-K1 Ca antag 1.
`CSc1cccc(NC(=S)N2CCC(N(C)C(C)C)CC2)c1` gave CHO parental Ca -6, GPR7 antag -8, CHO-K1 Ca ag 1.9, M1 PAM parental -4, TAAR1 antag -20, V1aR counter -0.1, OXTR agonist -0.2, OXTR potentiate -8 and CHO-K1 Ca antag -17.
For CC12CCC(C(=O)NNc3ccc([N+](=O)[O-])cc3)(OC1=O)C2(C)C (stereo unspecified) the results were CHO parental Ca -5, GPR7 antag -21, CHO-K1 Ca ag 0.9, M1 PAM parental 3, TAAR1 antag -18, V1aR counter -1.2, OXTR agonist -0.3, OXTR potentiate -2 and CHO-K1 Ca antag 2.
Screening Cc1oc2ccc(OCc3ccccc3Cl)cc2c1C(=O)O returned GPR7 antag 4, CHO-K1 Ca ag 0.1, M1 PAM parental -7, TAAR1 antag -5 and CHO-K1 Ca antag 3.
`Cc1sc(NC(=O)c2ccco2)c(C(c2cccnc2)N2CCN(C)CC2)c1C` (stereo unspecified) gave CHO parental Ca -32, GPR7 antag -10, CHO-K1 Ca ag -0.5, M1 PAM parental 20, TAAR1 antag -1, V1aR counter 0.7, OXTR agonist 0.3, OXTR potentiate -6 and CHO-K1 Ca antag -14.
Screening COc1ccccc1CNC(=O)CCS(=O)(=O)c1ccc2c(c1)CCCN2C(C)=O returned CHO parental Ca -20, GPR7 antag -8, CHO-K1 Ca ag 1.6, M1 PAM parental 20, TAAR1 antag 0, V1aR counter -1.5, OXTR agonist -0.1, OXTR potentiate 2 and CHO-K1 Ca antag -4.
C=C1N(c2ccccc2)C(=O)OC1(C)C was read as CHO parental Ca 2, GPR7 antag 10, CHO-K1 Ca ag 0.0, M1 PAM parental -5, TAAR1 antag 1, V1aR counter 1.1, OXTR agonist 0.0, OXTR potentiate -3 and CHO-K1 Ca antag 1.
CCOc1cc2[nH]c(=S)n(CCCN3CCN(C)CC3)c(=O)c2cc1OCC was read as CHO-K1 Ca ag -0.1, M1 PAM parental 10, TAAR1 antag -2 and CHO-K1 Ca antag 0.
`COc1ccc(S(=O)(=O)n2nc(OC(=O)c3ccccc3Br)cc2N)cc1` gave CHO parental Ca -1, GPR7 antag 15, CHO-K1 Ca ag -0.2, M1 PAM parental -1, TAAR1 antag 47, V1aR counter 0.1, OXTR agonist -1.4, OXTR potentiate -17 and CHO-K1 Ca antag -2.

Compounds were not picked by outcome (roughly 3.5% active in at least one column).
